High-throughput results deposited in PubChem by National Center for Advancing Translational Sciences (NCATS).
HEK293 tox: cytotoxicity in counter-screen for GLP-1R inverse agonists. AID 624418. HEK293 cAMP-luciferase reporter cells, luminescence, 24 h. Potency, µM (doses to about 38.3 µM), inactives show at the highest dose activity change, negative = inhibition, hits mostly inhibitors. 0.13% of 410,000 active;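 note: loss of luciferase light is scored as toxicity; potency is the fitted concentration of half-maximal effect; % is set by controls: 0 for no effect and ±100 for the full control effect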
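Cells in DMEM/10% Nu serum/1% pen-strep, 1536-well format. Pre-incubated 12 h, dosed with 23 nL compound, incubated a further 24 h. Luciferase detection, 12 min at room temp, luminescence.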
FUS suppressor: FUS proteinopathy suppression in yeast; AID 1347120; S. cerevisiae FUS-expressing, growth rescue, OD600, 24 h; 0.24% of 390,000 active; Potency, µM (highest dose often 76.6 µM), without a hit: top-dose growth rescue (activation), actives largely listed as activators;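 note: potency is the fitted concentration of half-maximal effect; plate controls were DMSO vehicle for no effect and reference control for full effect; nearly all actives have a fitted effect of over 55% in size; some results filed as inactive show a strong effect at the top dose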
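Yeast expressing FUS under galactose induction, OD 0.005 in 2% galactose medium; compounds in a dilution series, 24 h at 30C. Growth rescue by absorbance at 600 nm; CP55940 positive control, DMSO negative.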
TDP-43 yeast inh: TDP-43 toxicity inhibition in yeast | TDP-43 expressing yeast growth rescue, BacTiter-Glo, 24 h | Potency, µM (highest dose often 46.1 µM), for the others: top-dose growth rescue (activation), usual class: activators | 1.8% of 410,000 active; note: potency is the fitted concentration of half-maximal effect; % of control where 0% means no effect; nearly all actives have a fitted effect of over 50% in size
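Readout is BacTiter-Glo luminescence of cell growth, so inhibitors register as activators. TDP-43-expressing yeast at OD600=0.02 in galactose medium, after raffinose pregrowth to mid-log, were incubated with compound for 24 hr at 30 deg C.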
PTHR1 ag: agonists of human PTHR1 parathyroid hormone receptor; Potency, µM (top dose mostly 115 µM), inactives show at the highest dose activation, usual class: activators; HEK293 GP2 PTHR1 cells, GloSensor cAMP luminescence, 1 h; 0.075% of 410,000 active; Q03431; note: potency is the fitted concentration of half-maximal effect; nearly all actives have a fitted effect of over 55% in size; some results filed as inactive show a strong effect at the top dose; inactives centre near -15; many of its hits are not listed in these tables
Target sequence (Q03431 whole entry, looked up): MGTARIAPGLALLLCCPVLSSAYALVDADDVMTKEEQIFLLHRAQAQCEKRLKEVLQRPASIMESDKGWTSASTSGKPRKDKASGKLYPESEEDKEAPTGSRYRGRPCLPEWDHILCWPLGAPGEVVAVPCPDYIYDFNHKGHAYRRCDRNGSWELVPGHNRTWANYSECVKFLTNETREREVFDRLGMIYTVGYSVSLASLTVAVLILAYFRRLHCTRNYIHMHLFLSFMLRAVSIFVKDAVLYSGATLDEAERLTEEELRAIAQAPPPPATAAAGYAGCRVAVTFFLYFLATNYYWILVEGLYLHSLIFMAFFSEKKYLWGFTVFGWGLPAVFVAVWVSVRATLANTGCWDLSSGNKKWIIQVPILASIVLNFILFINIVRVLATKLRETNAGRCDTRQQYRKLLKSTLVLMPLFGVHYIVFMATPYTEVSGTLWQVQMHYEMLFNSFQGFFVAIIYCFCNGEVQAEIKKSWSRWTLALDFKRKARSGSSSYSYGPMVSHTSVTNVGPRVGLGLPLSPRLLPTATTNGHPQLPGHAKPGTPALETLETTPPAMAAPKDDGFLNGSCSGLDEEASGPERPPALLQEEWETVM
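HEK-293-derived GP2 cells expressing PTHR1 and a GloSensor cAMP reporter, 3,000/well, plated overnight, given luciferin plus IBMX (each 0.5 mM as added) for 1 h at 37 °C, then compound for 1 h at 37 °C. Luminescence was read after 15 min at room temperature.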
MmCpn inh: M. maripaludis TRiC chaperonin inhibition. Potency, µM (titrated, usually from 76.9 µM), for inactives: at the top dose activity, negative = inhibition, usual class: inhibitors. purified Mm-Cpn ATPase, ADP Transcreener TR-FRET. 0.031% of 330,000 active; note: potency is the fitted concentration of half-maximal effect; % is set by controls: 0 for no effect and ±100 for the full control effect; nearly all actives have a fitted effect of over 80% in size
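Inhibition of chaperonin ATP hydrolysis is measured as reduced ADP production, detected by competitive TR-FRET in which signal falls with ADP. Final enzyme 25 nM and ATP 10 uM, reacted 30 min at 37°C.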
aSyn yeast inh: alpha-synuclein toxicity inhibition in yeast | Yeast expressing alpha-synuclein, growth rescue, BacTiter-Glo, 24 h | Potency, µM (series often up to 46.1 µM), for the others: top-dose growth rescue (activation), actives largely listed as activators | 0.14% of 370,000 active; note: potency is the fitted concentration of half-maximal effect; % of control where 0% means no effect; nearly all actives have a fitted effect of over 65% in size
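Screening used galactose-induced yeast with toxic alpha-synuclein levels, exposed to compound for 24 hr at 30 deg C. Cell growth, read with BacTiter-Glo luminescence, gave the measured signal.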
Abeta rescue: A-beta toxicity reversal in yeast | 0.063% of 410,000 active | Potency, µM (highest dose often 46.1 µM), for the others: at the highest dose growth rescue, usual class: activators | yeast expressing A-beta42, growth rescue, OD600, 48 h; response scale: 0% DMSO, 100% iron-clioquinol control; note: potency is the fitted concentration of half-maximal effect; nearly all actives have a fitted effect of over 55% in size
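Yeast A-beta toxicity model in growth medium with pinned compounds, 48 h at 30 C; growth read as absorbance at 600 nm. Normalized to FeCl3/clioquinol equimolar mix (positive) and DMSO (negative).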
GLP-1R inv ag: acts as inverse agonist at human GLP-1 receptor; HEK293 GLP-1R CRE-luciferase, luminescence, 24 h; GLP-1R form is constitutively active; Potency, µM (series often up to 38.3 µM), inactives show top-dose activity change, negative = inhibition, hits mostly inhibitors; 1.6% of 410,000 active; AID 624417; note: potency is the fitted concentration of half-maximal effect; % is set by controls: 0 for no effect and ±100 for the full control effect; nearly all actives have a fitted effect of over 55% in size
Target sequence (P43220 whole entry, looked up): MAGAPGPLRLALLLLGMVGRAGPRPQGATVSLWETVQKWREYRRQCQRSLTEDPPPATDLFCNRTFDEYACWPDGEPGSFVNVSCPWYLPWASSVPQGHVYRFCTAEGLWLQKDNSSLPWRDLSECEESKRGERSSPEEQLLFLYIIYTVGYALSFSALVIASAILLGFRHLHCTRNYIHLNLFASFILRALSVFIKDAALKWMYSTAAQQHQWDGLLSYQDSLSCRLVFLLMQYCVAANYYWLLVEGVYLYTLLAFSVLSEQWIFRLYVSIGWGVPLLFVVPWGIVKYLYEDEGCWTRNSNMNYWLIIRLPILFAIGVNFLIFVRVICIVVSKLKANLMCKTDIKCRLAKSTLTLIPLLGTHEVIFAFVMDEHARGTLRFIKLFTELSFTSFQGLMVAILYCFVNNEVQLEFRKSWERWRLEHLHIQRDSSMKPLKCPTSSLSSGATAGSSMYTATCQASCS
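Readout was luciferase luminescence, measured 12 min after detection reagent at room temperature. Beforehand, GLP-1R reporter HEK293 cells had sat 12 h, then received compounds for 24 hr at 37 deg C.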
pAkt inh: Akt phosphorylation inhibition; 0.32% of 360,000 active; activity change, % for hits at 50 µM; AID 651550; Neuro2A IGF-stimulated pAkt S473 HTRF, 20 min; active compounds read low; in the data active = activity change below about -80%; inconclusive = mostly about -51% to -80%; note: % is set by controls: 0 for no effect and ±100 for the full control effect
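Neuro2A cells in DMEM with 0.5% FBS, overnight at 37 deg C, given compound at single 50 µM final, then IGF (6 nM final) for 20 min at 37 deg C. Lysed; phospho-Akt Ser473 by HTRF after 24 h, 665/615 ratio.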
* = called active by the depositor; i = inactive; ? = inconclusive; . = no result given; [ ] = remark or other dose. Unless noted, calls come from the whole dose curve; as a rule, active = well fitted curve in the direction sought with a large enough effect; inconclusive = small, poorly fitted or top-dose-only effect, or another doubt; inactive = no such curve, though single readings can be large; an effect the other way counts as inactive or inconclusive.

SMILES	HEK293 tox	FUS suppressor	TDP-43 yeast inh	PTHR1 ag	MmCpn inh	aSyn yeast inh	Abeta rescue	GLP-1R inv ag	pAkt inh
CC1CCN(S(=O)(=O)c2ccc(NC(=O)CN3CCCC(C)C3)cc2)CC1 (stereo unspecified)	-11.5%	-3.2%	-16.3%	-22.2%	-0.2%	-5.3%	-10.4%	-2.2%	i
CCc1nc2c(OCCOC)cccn2c1N(C)C(=O)c1ccco1	-8.2%	-8.4%	14.4%	-16.8%	.	-6.6%	18.9%	12.6%	i
Cc1cccc(N2CCN(C(=O)c3ccc4c(c3)c(C)c(C)n4C)CC2)c1C	21.2%	-6.5%	8.0%	-2.5%	.	.	-1.7%	12.5%	.
Cc1ccc(Cn2c([N+](=O)[O-])cnc2C)cc1	12.1%	.	-8.1%	i	0.8%	1.2%	1.7%	17.1%	i
O=[N+]([O-])c1ccc(Sc2n[nH]c(-c3ccco3)n2)nc1	3.7%	.	22.7%	i	-0.8%	-7.4%	-12.3%	0.0%	i
CCN(CCn1cccn1)C(=O)CCc1nnc(-c2ccccc2)o1	12.8%	-26.1%	-4.7%	-2.4%	-0.1%	0.3%	-6.1%	25.7%	i
Cc1cc2c3c(c1C)C(=O)C(=O)N3C(C)(C)CC2C (stereo unspecified)	6.1%	-30.0%	14.0%	-17.6%	1.1%	-9.4%	0.0%	9.9%	i
Cc1ccc(C)c(S(=O)(=O)c2nnn3c2nc(NC2CCCCC2)c2sccc23)c1	-7.4%	36.1%	16.9%	-25.5%	.	.	7.2%	?	.
COCCCNC(=O)CCC(=O)N1Cc2cccc(OC)c2Oc2ncccc21	0.1%	-1.8%	9.3%	7.7%	.	.	-14.1%	6.5%	.
CCc1c(C)c(C#N)c2nc3ccccc3n2c1Nc1cccc(C(F)(F)F)c1	96.8%[activator]	-17.3%	23.3%	-27.3%	.	.	5.3%	-13.1%	.
Cc1cccc(-c2c3c(=O)n(C)c(=O)n(C)c3cn2C(C)(C)C)c1	1.8%	16.8%	-4.2%	i	-0.2%	-3.8%	-31.1%	6.3%	i
CC(=O)c1cc(-c2ccccc2)n(CC(=O)N2CCCC2)c1C	-1.1%	33.2%	-27.9%[0.397 µM]	47.4%	3.2%	0.6%	-9.2%	17.9%	i
CCC(C)N(C(=O)COC(=O)COc1c(C)cc(C)cc1C)C1CCS(=O)(=O)C1 (stereo unspecified)	-4.0%	0.5%	-1.4%	-23.5%	0.2%	0.4%	-4.5%	10.2%	i
Cc1cc(C)nc(Nc2nc(-c3ccccc3)cs2)n1	0.5%	-7.5%	24.0%	-58.4%	1.9%	-14.5%	-8.4%	?	i
Cc1cc(NC(=O)c2cc(-c3ccco3)on2)nn1Cc1ccc(Cl)cc1	8.1%	27.1%	-12.4%	-1.7%[57.5 µM]	1.0%	-3.7%	-4.2%	1.4%	i
CCCOc1ccc(C(=O)NNC(=S)NC(C)=O)cc1	-20.6%	-4.5%	11.2µM*	i	0.4%	3.98µM*	?	0.0%	i
Cc1ccccc1S(=O)(=O)Cc1ccc(C(=O)NC(C)c2ccccc2)o1 (stereo unspecified)	-0.2%	-2.8%	-14.6%	28.1%	2.2%	-0.8%	-7.7%	?	i
Cc1ccc2[nH]c(=O)c(CN(CCCN(C)C)C(=O)Nc3ccc(Cl)cc3)cc2c1	-6.7%	22.6%	-16.4%	-0.5%	0.1%	0.2%	2.2%	-3.7%	i
Cc1cc(C)n(C(=O)CN(C)S(=O)(=O)c2ccc([N+](=O)[O-])cc2)n1	25.5%	-26.3%	6.8%	-3.8%	-0.2%	-2.6%	4.0%	2.6%	i
Cc1nccn1-c1cc(C(C)(C)C)nc2c(-c3ccccc3)cnn12	-0.9%	10.0%	-11.2%	-6.4%	-1.3%	0.8%	-33.3%[inhibitor]	26.5%	i
COCCCN1C(=O)C(=O)/C(=C(/O)c2ccc(S(=O)(=O)N3CCCCC3)cc2)C1c1ccc(O)c(OC)c1 (stereo unspecified)	0.9%	24.5%	-2.3%	i	-0.7%	-9.8%	7.7%	0.3%	i
O=C(NCC(=O)N(c1ccc(F)cc1)C(C(=O)NC1CCCC1)c1cccnc1)c1ccco1 (stereo unspecified)	-8.8%	12.6%	24.3%	?	-1.8%	-6.8%	-13.0%	9.8%	i
Cn1nc(-c2ccccc2)c(C(=O)Nc2ccc(C(F)(F)F)cc2)c1Cl	15.0%	-14.0%	-2.2%	i	1.3%	-6.8%	15.3%	0.8%	i
Cc1cc(CC(=O)O)c2oc(-c3ccoc3)cc(=O)c2c1	8.1%	7.8%	-6.3%	25.0%	.	-4.1%	-1.6%	22.6%	i
CN(C)C(CNC(=O)c1cccc(S(=O)(=O)N2CCN(c3ccccc3)CC2)c1)c1ccccc1 (stereo unspecified)	3.8%	?	7.8%	-33.5%[inhibitor]	.	-3.0%	-20.3%	?	i

Just Abeta rescue, HEK293 tox and GLP-1R inv ag, for two of the compounds above:
SMILES | Abeta rescue | HEK293 tox | GLP-1R inv ag
Cc1cccc(N2CCN(C(=O)c3ccc4c(c3)c(C)c(C)n4C)CC2)c1C | -1.7% | 21.2% | 12.5%
CCc1nc2c(OCCOC)cccn2c1N(C)C(=O)c1ccco1 | 18.9% | -8.2% | 12.6%

(listing goes on)
SMILES	HEK293 tox	FUS suppressor	TDP-43 yeast inh	PTHR1 ag	MmCpn inh	aSyn yeast inh	Abeta rescue	GLP-1R inv ag	pAkt inh
Cn1nc(C(F)(F)F)c(C(=O)Nc2cccc(C(F)(F)F)c2)c1SCc1ccc(Cl)cc1	-23.9%	19.0%	7.3%	-15.6%[57.5 µM]	0.1%	13.2%	4.6%	-15.0%	i
O=C(Cn1ccc([N+](=O)[O-])n1)NCc1cccs1	7.0%	1.4%	-10.3%	-11.6%[57.5 µM]	-1.5%	2.3%	5.9%	10.8%	.
Cc1ccc(NC(=O)N2CCC(C(=O)NCC(C)C)CC2)cc1	0.9%	12.0%	-8.8%	-6.1%[57.5 µM]	2.4%	-12.8%	21.7%	6.3%	i
COc1ccc(/C=C/C(=O)c2cc(Br)ccc2OC(=O)c2ccco2)cc1OC	1.8%	-12.2%	5.3%	i	-2.0%	1.7%	4.0%	5.3%	i
COc1cccc(NC(=O)c2nn(-c3ccc(OC)cc3OC)c(=O)c3ccccc23)c1	6.1%	-22.8%	3.4%	i	1.3%	-9.0%	-2.7%	0.9%	i
COc1cccc(CSc2nnc(-c3ccncc3)n2C)c1	2.7%	4.5%	-11.9%[1.82 µM]	i	1.0%	1.9%	1.0%	-15.4%	i
Cc1[nH]n(C(N)=S)c(=O)c1N=Nc1ccc(S(=O)(=O)N2CCCCCC2)cc1	-38.5%	33.9%	3.98µM*	-17.9%[57.5 µM]	-1.0%	1.9%	-18.1%	-6.0%	i
CCn1c(SCC(=O)N2CCC(C)CC2)nc2c(c1=O)SC(C)C2 (stereo unspecified)	0.0%	18.9%	2.1%	i	-2.7%	-18.1%	-10.3%	4.0%	i
COc1ccc(CNCCS(=O)(=O)NC2CCCC2)cc1	-6.3%	-29.0%	6.9%	-3.2%	-1.7%	-3.2%	-2.6%	0.6%	i
Cc1nc2ccc(S(=O)(=O)Nc3ccc(-c4nc5cccnc5s4)cc3)cc2s1	130.2%[activator]	27.5%	0.0%	i	0.4%	5.7%	-4.4%	35.6%[activator]	i
O=C(NNC(=O)c1ccc([N+](=O)[O-])cc1)c1ccc(NS(=O)(=O)c2cccs2)cc1	-3.0%	7.6%	-9.5%	-1.7%	1.5%	-4.7%	4.3%	50.2%[activator]	i
Cc1oc(-c2ccccc2F)nc1CS(=O)CC(=O)NC1CC1 (stereo unspecified)	0.3%	4.7%	-32.5%[inhibitor]	i	-0.9%	-1.1%	1.3%	9.2%	i
Cc1cc(-c2ccco2)n(CC(=O)NCCCc2ccccc2)n1	7.9%	-6.7%	22.4%	i	1.9%	1.4%	0.2%	-32.0%	i
O=C(NCCO)c1nc2ccccc2s1	0.1%	-3.0%	-5.7%	i	0.9%	0.8%	19.1%	6.4%	i
Cc1ccc(NNS(=O)(=O)c2ccc(C)cc2)cc1	17.9%	15.9%	-57.6%[inhibitor]	i	1.1%	-69.9%[inhibitor]	-91.4%[inhibitor]	0.5%	i
O=C(Cc1cccc2ccccc12)Nc1ccccc1C(=O)O	5.2%	22.5%	2.2%	-51.3%[inhibitor][57.5 µM]	0.5%	-8.8%	5.2%	-6.2%	i
COc1ccc(S(=O)(=O)O/N=C2\CCCc3ccccc32)cc1	-10.6%	11.3%	5.5%	-10.3%	-1.8%	0.5%	-1.6%	4.4%	i
COc1cc(CCC(=O)Nc2ccc(C)c(S(=O)(=O)N3CCCCCC3)c2)cc(OC)c1OC	-22.6%	.	0.7%	-92.4%[inhibitor]	-0.3%	-1.8%	-5.7%	?	i
COc1ccc(C(C)(NC(C)=O)c2nc(-c3ccc(S(C)(=O)=O)cc3)cs2)cc1 (stereo unspecified)	-0.2%	1.5%	?	i	.	1.7%	6.7%	-9.3%	i
CN1CCN(c2ccccc2NC(=S)NC(=O)c2cc3ccccc3o2)CC1	?	9.9%	-8.6%	i	1.5%	2.3%	-11.7%	-24.3%	i
CCn1c2ccccc2c2nn(C)c(=N)nc21	-3.5%	-2.0%	3.6%	i	-0.7%	0.8%	-20.3%	-6.1%	i
COc1ccccc1NC(=O)/C=C\c1ccco1	-3.5%	?	?	i	-0.3%	0.0%	-5.3%	37.9%[activator]	i
O=C(COc1ccc(F)cc1)Nc1nnc(S(=O)(=O)N2CCc3ccccc32)s1	-10.7%	16.4%	14.0%	-87.3%[inhibitor]	.	.	-21.3%	?	.
CC(=O)Nc1ccc(N/C(N)=N/c2nc(C)cc(C)n2)cc1	-8.8%	4.7%	20.1%	i	2.0%	-2.6%	-7.9%	-25.9%	i

The list is partial (hit frequency here may not be typical).
